Assay outcomes: PubChem BioAssay, Sanford-Burnham Center for Chemical Genomics
DUSP3 inh = blocks the human dual specificity phosphatase VHR1. recombinant VHR phosphatase, colorimetric substrate read-out. AID 1992. P51452. hit rate 0.7% among 50,000. inhibition, % at 20 µM; in the data active = inhibition above about 60%; note: some results filed as inactive read as strong as hits
Target sequence (P51452 whole entry, looked up): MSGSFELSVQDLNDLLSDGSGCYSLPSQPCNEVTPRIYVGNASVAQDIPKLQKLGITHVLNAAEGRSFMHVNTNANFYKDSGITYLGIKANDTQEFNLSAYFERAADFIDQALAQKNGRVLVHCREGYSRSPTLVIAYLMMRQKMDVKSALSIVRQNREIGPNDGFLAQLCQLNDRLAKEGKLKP
* marks the source's active call; other numbers are inactive results. A portion of the library; count on the stated rates, not on these rows.

item	compound	DUSP3 inh
1	O=C(/C=C/c1ccc([N+](=O)[O-])cc1)Nc1cccc(C(F)(F)F)c1	-12
2	C=CCc1cc(/C=C2\C(=O)NC(=O)N(c3ccc(C)cc3)C2=O)cc(OC)c1OCC(=O)O	-15
3	O=C1NN(c2ccccc2)C(=O)/C1=C/c1ccc(OCCOCCOc2ccccc2)cc1	-10
4	COc1ccc(N2C(=O)/C(=C/c3ccc(OCc4ccc(F)cc4)c(OC)c3)C(=O)NC2=S)cc1	41
5	COC(=O)c1ccc(OCC(O)CN2CCCCC2)cc1 (stereo unspecified)	-11
6	Cc1cc(=O)oc2c(C)c(OCC(=O)c3ccc(Cl)cc3)ccc12	-4
7	Cc1cc(C)c(S(=O)(=O)Nc2cc([N+](=O)[O-])ccc2C)c(C)c1	7
8	Cc1ccc(C(=O)N/C(=C/c2cccc([N+](=O)[O-])c2)C(=O)Nc2c(C)n(C)n(-c3ccccc3)c2=O)cc1	4

Part of the list above in a different format.
(2) C=CCc1cc(/C=C2\C(=O)NC(=O)N(c3ccc(C)cc3)C2=O)cc(OC)c1OCC(=O)O
  DUSP3 inh: -15
(7) Cc1cc(C)c(S(=O)(=O)Nc2cc([N+](=O)[O-])ccc2C)c(C)c1
  DUSP3 inh: 7
(6) Cc1cc(=O)oc2c(C)c(OCC(=O)c3ccc(Cl)cc3)ccc12
  DUSP3 inh: -4
(8) Cc1ccc(C(=O)N/C(=C/c2cccc([N+](=O)[O-])c2)C(=O)Nc2c(C)n(C)n(-c3ccccc3)c2=O)cc1
  DUSP3 inh: 4

Additional structures
item	compound	DUSP3 inh
9	O=C(Nc1ccccc1)Nc1nnc(COc2ccc(F)cc2)s1	-3
10	CCOc1ccccc1NC(=O)c1cccc([N+](=O)[O-])c1	-12
11	CCOc1cc(/C=C2/SC(=S)N(C)C2=O)ccc1OCCOc1ccccc1C	1
12	COc1cc(/C=C2/SC(=S)N(CCC(=O)Nc3ccc4c(c3)OCO4)C2=O)cc(OC)c1OC	-9
13	O=C(CN1C(=O)/C(=C/c2cccc(Br)c2)SC1=S)Nc1cccnc1	1
14	COc1ccc(/C=C2\SC(=S)NC2=O)c(OC)c1OC	-13
15	c1ccc(Oc2nc(-c3ccncc3)nc3ccccc23)cc1	-34
16	COc1ccc(CC(=O)Nc2ccc(NC(=O)c3ccc(C(C)(C)C)cc3)cc2)cc1OC	-5

(continued)
item	compound	DUSP3 inh
17	C/C(=N\NC(=O)c1cc(Br)ccc1O)c1cccnc1	-28
18	CCOc1cc(/C=N/NC(=O)COc2ccc(Cl)cc2Br)cc([N+](=O)[O-])c1O	-10
19	O=C1C2C(C(=O)N1/N=C/c1ccccc1Cl)C1C=CC2C12CC2 (stereo unspecified)	-18
20	CC(=O)C1=C(O)C(=O)N(CC2CCCO2)C1c1ccc(C)cc1 (stereo unspecified)	6
21	Fc1ccccc1C=NN1CCN(Cc2ccccc2Cl)CC1	5
22	O=C1c2cccc3cccc(c23)C(=O)N1/N=C/c1cccc([N+](=O)[O-])c1	-11
23	N/C(=N\OC(=O)c1cccc(Br)c1)c1ccc([N+](=O)[O-])cc1	-6
24	O=C(O)c1c(F)c(F)c(F)c(F)c1-c1ccc(Cl)cc1	-15

(more compounds)
item	compound	DUSP3 inh
25	Cc1cc(OCC(=O)N2CCCC2)ccc1Br	-36
26	CCc1c(C)sc(NC(=O)C2CCCCC2C(=O)O)c1C#N (stereo unspecified)	-30
27	Cn1c(N/N=C\c2cccs2)cc(=O)n(C)c1=O	-10
28	CC(C)C(=O)NC(=O)NCc1cccc([N+](=O)[O-])c1	0
29	Fc1ccc(-c2noc(-c3ccc(F)cc3)n2)cc1	-10
30	Cc1cc(Cl)ccc1OCC(=O)Nc1ccc2ccccc2c1	-6
31	CC(=O)n1cc(Nc2cccc([N+](=O)[O-])c2)c2ccccc21	3
32	CCC(C(=O)Nc1cc(C)on1)c1ccccc1 (stereo unspecified)	3

(continued)
item	compound	DUSP3 inh
33	Cc1cccnc1NC(=O)c1ccccc1NC(=O)c1ccccc1	2
34	COc1cccc(OC)c1C(=O)Nc1ccccc1I	6
35	CCN1C(=O)N(COC(C)=O)C2C1N(COC(C)=O)C(=O)N2CC (stereo unspecified)	-2
36	CC1CCN(C2=NC(=O)/C(=C/c3ccc(O)cc3)S2)CC1	42
37	O=C(N/N=C/c1cc([N+](=O)[O-])ccc1Cl)c1cc2ccccc2o1	-10
38	Cc1ccc(-c2csc(NC(=O)C3C4C=CC(O4)C3C(=O)O)n2)cc1 (stereo unspecified)	0
39	CC(=O)Nc1ccc(S(=O)(=O)/N=C2/NC(=O)/C(=C\c3ccco3)S2)cc1	6
40	C/C=C/COC(=O)C1=C(C)NC(=O)NC1c1ccc(F)cc1 (stereo unspecified)	-29

Reprinted from the part before: 5 compounds, then new ones.
item	compound	DUSP3 inh
36	CC1CCN(C2=NC(=O)/C(=C/c3ccc(O)cc3)S2)CC1	42
37	O=C(N/N=C/c1cc([N+](=O)[O-])ccc1Cl)c1cc2ccccc2o1	-10
38	Cc1ccc(-c2csc(NC(=O)C3C4C=CC(O4)C3C(=O)O)n2)cc1 (stereo unspecified)	0
39	CC(=O)Nc1ccc(S(=O)(=O)/N=C2/NC(=O)/C(=C\c3ccco3)S2)cc1	6
40	C/C=C/COC(=O)C1=C(C)NC(=O)NC1c1ccc(F)cc1 (stereo unspecified)	-29
41	O=C(Nc1ccc(Cl)c([N+](=O)[O-])c1)c1ccc2c(c1)OCO2	-16
42	CC1(C(=O)O)CCC(C(=O)Nc2ccccc2O)C1(C)C (stereo unspecified)	-12
43	CC(=O)Nc1cccc(NC(=O)CC(c2ccccc2)c2ccccc2)c1	-2
44	N/C(=N\N=C\c1c[nH]c2ccccc12)c1nonc1N	-32
45	COc1ccccc1/C=c1/sc2nc(-c3ccc(Cl)cc3Cl)nn2c1=O	-11
46	Cc1ccc(NC(=O)c2ccc(NC(=O)c3ccc(Cl)cc3Cl)cc2)cc1	16
47	Cc1c(NC(=O)C(C)Oc2ccccc2)cccc1NC(=O)C(C)Oc1ccccc1 (stereo unspecified)	-1
48	CSc1ccc(Cl)c(C(=O)Nc2c(C)n(C)n(-c3ccccc3)c2=O)c1	2

(more compounds)
item	compound	DUSP3 inh
49	S=C(NCCN1CCOCC1)Nc1ccc(Cl)cc1Cl	3
50	COc1ccc(N(Cc2ccc(C(=O)NCc3ccccc3)cc2)S(=O)(=O)c2ccccc2)cc1	-15
51	CC(C)(C)c1ccc(O)c(N=Cc2cc(Cl)cc([N+](=O)[O-])c2O)c1	-20
52	COc1cccc(CNCc2ccc([N+](=O)[O-])cc2)c1OC	-2
53	COc1ccc(OC)c(NC(=O)c2ccc(C)o2)c1	-3
54	CC1(C)CC(=O)C2=C(C1)Nc1ccccc1N(C(=O)C(F)(F)F)C2c1ccco1 (stereo unspecified)	-20
55	CCCc1cc(=O)n2[nH]c(-c3ccc(C)cc3)cc2n1	-19
56	O=C(CSc1ncc(-c2ccccc2)[nH]1)Nc1ccccc1	-6

(continued)
item	compound	DUSP3 inh
57	CC(=O)OCC12COC(c3ccc4c(c3)OCO4)C(C(C)=CC1C)C2C (stereo unspecified)	-22
58	CCOC(=O)C1=C(C)NC(=S)NC1c1cccc(C)c1 (stereo unspecified)	2
59	CS(=O)(=O)N1CCN(Cc2cccnc2)CC1	-6
60	Cc1ccc2nsnc2c1NC(=O)COc1ccc([N+](=O)[O-])cc1	-14
61	CC(=O)c1ccc(NC(=O)c2ccc3c(c2)OCCO3)cc1	-13
62	Cc1ccc(S(=O)(=O)N(CC(=O)NC2CCCC2)c2cccc(Cl)c2)cc1	-18
63	O=C(O)CSc1nnc(C2COc3ccccc3O2)n1-c1ccccc1 (stereo unspecified)	-6
64	O=C(O)CCCCCN1C(=O)C(O)=C(C(=O)/C=C/c2ccccc2)C1c1ccccc1[N+](=O)[O-] (stereo unspecified)	2

Further entries follow:
item	compound	DUSP3 inh
65	COc1cc(/C=C2/SC(=S)N(CC(=O)O)C2=O)ccc1OC(=O)c1cccc(C)c1	20
66	CCOC(=O)c1c(C)n(Cc2ccco2)c2ccc(O)cc12	-18
67	O=C(c1ccc([N+](=O)[O-])cc1)N1CCN(Cc2cccc3ccccc23)CC1	20
68	O=S1(=O)CCC(NC(=S)SCCOc2ccccc2OCCO)C1 (stereo unspecified)	-13
69	Cc1cccnc1NC(=O)Nc1ccc(Cl)cc1	5
70	Cc1ccc(-c2ccc(/C=C3\SC(=S)NC3=O)o2)c([N+](=O)[O-])c1	7
71	CCN(CC)c1ccc(/C=N/NC(=O)Cn2nnc(-c3ccccc3)n2)c(O)c1	-4
72	CCCOc1ccc(C(=O)Nc2scc(-c3ccc(C)cc3)c2C(=O)OCC)cc1	-1

Other structures:
item	compound	DUSP3 inh
73	O=C(N/N=C/c1ccc(/C=N/NC(=O)c2ccc(Br)cc2)cc1)c1ccc(Br)cc1	-2
74	O=C(NCCc1ccc(Cl)cc1)C(=O)Nc1ccccc1F	-26
75	COC(=O)c1cc(NC(=O)c2cc(I)ccc2Cl)cc(C(=O)OC)c1	-14
76	CN(C)/C=C1\N=C(c2cccc(Br)c2)OC1=O	-22
77	COC(=O)c1cc(C(=O)N2CCOCC2)cc([N+](=O)[O-])c1	21
78	O=C(Cc1c(O)c2ccccc2[nH]c1=O)N1CCOCC1	-13
79	COc1ccc(/C=C/C(=O)Nc2nc3ccccc3n2C)cc1	-21
80	N#Cc1c(-c2ccc(F)cc2)c(C#N)c2nc3ccccc3n2c1N	-13

The listing continues.
item	compound	DUSP3 inh
81	COc1cc(/C=N\NC(=O)COc2ccccc2Cl)cc(OC)c1O	28
82	Cc1cccc(NC(=O)/C(=C\c2cccs2)NC(=O)c2cccs2)c1	-12
83	Clc1ccccc1-c1nnc(-c2ccccc2Br)o1	-3
84	NC(=O)C1CCN(C2CC(=O)N(Cc3ccc(Cl)cc3)C2=O)CC1 (stereo unspecified)	-8
85	C=CCc1cccc(/C=N/N=C2/NC(=O)CS2)c1O	1
86	CC1(C)CC(=O)C2=C(C1)NC1=C(C(=O)CC(C)(C)C1)C2c1ccc(Br)cc1	16
87	COc1cc(NC(=O)c2ccc(-c3cccc(Cl)c3)o2)ccc1NC(=O)c1ccco1	-11
88	O=C(CCCOc1ccc(Cl)cc1Cl)NNC(=O)c1cccc(Br)c1	-13

Other compounds follow:
item	compound	DUSP3 inh
89	O=[N+]([O-])c1cc(/C=N/N2CCN(c3ccccc3)CC2)ccc1Cl	-7
90	Cc1ccsc1C1NC(=O)c2c(sc3c2CCCC3)N1 (stereo unspecified)	18
91	O=C1C/C(=C/Nc2ccccc2)C(=O)N1	-4
92	CCOC(=O)c1c(NC(=O)Cc2cccs2)sc(C(=O)Nc2ccccc2F)c1C	-14
93	COc1cc(NC(=O)c2ccc(Cl)cc2)c(Cl)cc1NC(=O)c1cccs1	-50
94	N#C/C(=C/c1cc([N+](=O)[O-])ccc1Cl)C(=O)Nc1cccc(Br)c1	-3
95	CC(=O)c1cccc(NC(=O)CSC2=NCCS2)c1	-4
96	COc1ccc(N=CC2=C(O)CC(c3ccccc3)CC2=O)cc1OC (stereo unspecified)	19

Continued:
item	compound	DUSP3 inh
97	Cc1cn(S(=O)(=O)c2ccc(Cl)cc2)cn1	6
98	CCOc1ccc(S(=O)(=O)n2ccnc2C(C)C)c2ccccc12	-1
99	O=C(Cc1ccccc1[N+](=O)[O-])NCc1ccncc1	3
100	CC1(C)CC(=O)C2=C(C1)OC1=C(C(=O)CC(C)(C)C1)C2c1ccc(-c2ccc3c(c2)COC3=O)o1	-13
101	COc1ccc(/C=C/C(=O)Nc2ccccc2O)cc1	-6
102	O=C1N=c2ccccc2=C1c1sc(=S)n(Cc2ccco2)c1O	5
103	CC1CN(C)CCC1(O)c1ccccc1 (stereo unspecified)	-10
104	Cc1ccc(S(=O)(=O)N2CCSC2c2ccc(Br)cc2)cc1[N+](=O)[O-] (stereo unspecified)	-8

(more compounds)
item	compound	DUSP3 inh
105	O=C1/C(=C\c2ccc([N+](=O)[O-])cc2)SC(=S)N1c1cccc(C(F)(F)F)c1	-21
106	Cc1ccc(NC(=S)NC(=O)c2ccco2)c(C)c1	30
107	CCOc1ccc(C2C(C(=O)OC(C)C)C(=O)CC(C)(O)C2C(=O)OC(C)C)cc1 (stereo unspecified)	-12
108	CCCCOc1ccc(/C=C(/C#N)c2nc3ccc(C)cc3[nH]2)cc1OC	-2
109	O=C(O)C1C2CCC(O2)C1C(=O)N1CCN(c2ccc(F)cc2)CC1 (stereo unspecified)	6
110	OC1CN=C2CCCc3c2n(c2ccc(Cl)cc32)C1 (stereo unspecified)	4
111	COc1ccccc1CNC(=O)C(=O)Nc1ccccc1C	-10
112	COc1cc(NC(=O)[C@@H]2C3C=CC(C3)[C@@H]2C(=O)O)c(OC)cc1Cl (stereo partly specified)	-18

More records follow.
item	compound	DUSP3 inh
113	Cc1ccc(/C(O)=C2\C(=O)C(=O)N(c3ccc(O)cc3)C2c2ccccc2)cc1 (stereo unspecified)	-8
114	COc1ccc(C2Nc3ccccc3C(=O)N2Cc2ccco2)cc1COc1ccc(Cl)cc1 (stereo unspecified)	9
115	CCOC(=O)C1=NN(C(=O)c2ccncc2)C(O)(C(C)(C)C)C1 (stereo unspecified)	6
116	NNC(=O)CN1C(CN2CCOCC2)=Nc2ccc(Br)cc2C1c1ccccc1 (stereo unspecified)	0
117	Cc1ccc(OCC(=O)Nc2cccc3c2CCCC3)c(Br)c1	-13
118	O=C(N/N=C/c1ccc([N+](=O)[O-])o1)C1COc2ccccc2O1 (stereo unspecified)	0
119	COC(=O)COc1ccc(/C=C2\C(=O)NC(=S)N(c3ccc(OC)cc3)C2=O)cc1OC	42
120	CC(=O)c1cccc(Nc2ncnc3ccc(C)cc23)c1	-25

(next part)
item	compound	DUSP3 inh
121	O=C1/C(=C/c2ccc(O)c([N+](=O)[O-])c2)SC(=S)N1Cc1ccccc1	16
122	CC(=O)c1cc2ccc([N+](=O)[O-])cc2oc1=O	-14
123	CC(C)(C)c1csc(NC(=O)c2cccnc2)n1	-14
124	CC1CCCCC1N1CCN(Cc2ccncc2)CC1 (stereo unspecified)	-7
125	CCN(CC)c1ccc(/C=C2\C(=O)c3ccccc3C(=O)\C2=C(/O)c2ccccc2)cc1	14
126	C/C(=N\N=C1\NC(=O)C(CC(=O)Nc2ccccc2Br)S1)c1ccc(Cl)cc1 (stereo unspecified)	-4
127	CCN(CC)c1ccc(/C=N/NC(=O)CN(c2ccc(OC)cc2)S(=O)(=O)c2ccccc2)cc1	-49
128	O=C(Nc1ccc(F)cc1F)c1cc2ccccc2oc1=O	1
129	CC(=O)N1c2ccccc2NC2=C(C(=O)CC(C)(C)C2)C1c1cccc([N+](=O)[O-])c1 (stereo unspecified)	-35
